# Spn PMK inh: inhibitors of Streptococcus pneumoniae phosphomevalonate kinase; 0.49% of 65,000 active; purified PMK, PK/LDH-coupled NADH absorbance 340 nm; inhibition, % at 10 µM;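 active means top-ranked compounds by inhibition in the single 10 µM screen, taking a fixed number of the strongest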;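 further: 0% = full reaction with DMSO carrier and 100% = background rate without enzyme reaction; no value below 0 was filed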
# HPDE-C7K KRASV12: viability loss of HPDE-C7K cells – cell-based, fluorescence, HTS, primary screen (AID 431) | 1.7% of 63,000 active | HPDE-C7K KRASV12 cells, Alamar Blue viability, 48 h; higher % means a stronger effect | cytotoxicity, % at 10 µM, or EC50 in µM where a hit was titrated;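 active means compounds whose percent cytotoxicity in the single-dose primary screen, scaled between solvent and toxic-drug controls, exceeds 50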;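 further: 0% = DMSO solvent wells and 100% = doxorubicin-treated wells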
# HT1080 viability: HT1080 cell viability loss – fluorescence readout (AID 620). 0.42% of 87,000 active. HT1080 viability, fluorescence; higher % means a stronger effect. cytotoxicity, % at 10 µM; hits with a dose series show EC50 in µM;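 further: cells exposed to compound overnight then 4 h with Alamar Blue; 0% = vehicle DMSO and 100% = killing control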
# HPDE-C7 cytotoxicity: HPDE-C7 pancreatic duct cell viability loss – fluorescence, HTS (AID 430) | HPDE-C7 pancreatic duct cells viability, fluorescence; higher % means a stronger effect | one-dose cytotoxicity, % at 10 µM; EC50 in µM for titrated hits | 1.8% of 63,000 active;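 further: cells exposed to compound for 48 hours before viability readout; 0% = vehicle and 100% = reference cytotoxic drug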
# LYP inhibition: LYP phosphatase inhibitors, primary screen, biochemical, DiFMUP fluorescence, recombinant catalytic domain, 10 µM (AID 606). 52,000 tested, under 10 active. recombinant LYP catalytic domain, DiFMUP fluorescence; higher % means a stronger effect. inhibition, % at 10 µM, or IC50 in µM where a hit was titrated;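 active means IC50 under 40 µM in the dose-response test; inactive means IC50 of 40 µM or more, or never dose-tested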
# DPM-DC inhibit: S. pneumoniae DPM-DC inhibition; purified DPM-DC, PK/LDH coupled NADH fluorescence; calls only at 10 µM; 0.49% of 65,000 active; AID 556;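 active means the 320 compounds with the highest percent inhibition in the single-dose primary screen, excluding strongly autofluorescent ones, cut at about 32% in these data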;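 further: kinetic rate of NADH fluorescence loss reporting ADP formed by the decarboxylase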
# MK inhibit: S. pneumoniae mevalonate kinase inhibition | purified MK, PK/LDH-coupled NADH absorbance 340 nm | inhibition, % at 10 µM | 0.48% of 65,000 active;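 active means ranked among the strongest by inhibition in the single 10 µM screen, a fixed top-ranked set picked for dose follow-up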; further: no value below 0 was filed
# Bfl-1 inhibitors: Bfl-1 inhibitors, primary screen, biochemical, fluorescence polarization, FITC-Bid, mouse (AID 432); FITC-Bid BH3 peptide fluorescence polarization displacement; higher % means a stronger effect; 0.02% of 64,000 active; one-dose displacement, % at 20 µM; IC50 in µM for titrated hits; in the data active means a potency from the dose series; inactive means the rest, 99 in 100 with displacement below about 15%; further: strong numbers were not always called active
# TNAP inhibition: inhibition of tissue-nonspecific alkaline phosphatase – biochemical, luminescent (AID 518); purified TNAP enzyme, luminescent substrate readout; higher % means a stronger effect; one-dose inhibition, % at 20 µM; IC50 in µM for titrated hits; 0.09% of 64,000 active; in the data active means a potency from the dose series; inactive means the rest, 99 in 100 with inhibition below about 22%;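 further: plate controls were vehicle for no effect and reference inhibitor for full effect; many of its hits are not listed in these tables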
# Spn PMK inh pilot replicates: further read-out of Spn PMK inh, marked with its call; inhibition, %; measured here: pilot screen replicates
# MK inhibit pilot replicates: further read-out of MK inhibit, marked with its call; inhibition, %; measured here: pilot screen replicates
# DPM-DC inhibit pilot screen %: second read-out of DPM-DC inhibit, no call of its own (marks repeat the call); inhibition, %; measured here: pilot screen trials
# Active calls of the source: *; i = inactive; / = not tested or not shown. Unless noted, no stated cut-off is given here; in the data, active means cytotoxicity above about 50%; inactive means the rest. The order is random; overall some 3.6% were active at least once.
SMILES,Spn PMK inh,HPDE-C7K KRASV12,HT1080 viability,HPDE-C7 cytotoxicity,LYP inhibition,DPM-DC inhibit,MK inhibit,Bfl-1 inhibitors,TNAP inhibition,others
COc1ccc(N2C(=O)C3CCCN3C2c2cccc(OC)c2OC)cc1 (stereo not drawn),6.0,-4.5%,-3.0%,-8.5%,2.5%,i,9.0,-1.7%,7.2%,
Cc1ccc(-n2ncc3c(=O)n(Cc4cccnc4)cnc32)cc1,10.0,-7.1%,-10.6%,-7.3%,6.8%,i,7.0,-3.9%,8.7%,
COC(=O)c1ccc(C(=O)OC)nc1,12.0,-13.2%,21.1%,-18.5%,7.4%,i,5.0,1.5%,21.0%,
COC(=O)c1ccccc1NC(=O)COc1ccc(S(=O)(=O)N2CCCC2)cc1C,1.0,0.7%,-5.6%,-0.6%,/,i,5.0,1.5%,12.8%,Spn PMK inh pilot replicates=1.5;MK inhibit pilot replicates=0.0;DPM-DC inhibit pilot screen %=0.0
COc1cccc(Nc2ncccc2C(=O)NCc2ccccc2)c1,2.0,2.6%,-0.8%,-7.2%,-9.7%,i,26.0,23.4%,15.0%,
O=C(Cn1cnc2ccccc21)OCC(=O)N1CCCc2ccccc21,16.0,-16.2%,1.3%,-11.4%,-15.5%,i,7.0,-2.5%,2.5%,
CCCCn1c(=N)n(CC(=O)C(C)(C)C)c2ccccc21,7.0,-20.9%,0.1%,-7.7%,/,i,7.0,-11.5%,7.9%,
CCC(=O)c1cn(CC(=O)NCC2CCCO2)c2ccccc12 (stereo not drawn),0.0,-7.3%,8.7%,-3.1%,3.0%,i,0.0,-9.0%,-0.5%,
CCOc1ccccc1NC(=O)C1CCN(S(=O)(=O)c2c(C)nn(C)c2C)CC1,7.0,10.3%,-4.6%,-3.2%,-2.4%,i,7.0,2.3%,1.5%,
N#Cc1ccc(CSc2nnc(-c3ccccn3)n2-c2ccc(Cl)cc2)cc1,10.0,4.1%,8.3%,1.2%,1.3%,i,4.0,-7.8%,-0.4%,
O=C(C(NS(=O)(=O)c1cccs1)c1ccccc1)N1CCN(c2ccccc2)CC1 (stereo not drawn),10.0,-9.8%,-0.6%,-9.0%,2.2%,i,0.0,3.0%,9.6%,
COC(=O)C1=C(CN2CCSCC2)NC(=O)NC1c1cc(C)ccc1C (stereo not drawn),8.0,-17.5%,3.8%,-9.6%,13.1%,i,4.0,-1.5%,-2.7%,
COC(=O)C1C(=O)C2=C(CC1C)NC(C)=C(C(=O)OCCOc1ccccc1)C2c1ccc(C)o1 (stereo not drawn),3.0,19.4%,-3.8%,15.1%,6.4%,i,6.0,3.1%,2.0%,
Cc1cc2ccccc2n1CCNC(=O)C1CC1,16.0,6.7%,/,1.8%,/,i,6.0,-5.0%,17.1%,Spn PMK inh pilot replicates=4.0;MK inhibit pilot replicates=3.5;DPM-DC inhibit pilot screen %=0.0
O=S(=O)(NCc1ccccc1Cl)c1cnc[nH]1,16.0,3.1%,-3.0%,8.7%,/,i,15.0,-8.1%,8.6%,
Cc1cc(C(F)(F)F)c2c(=O)[nH]c(=O)n(Cc3ccccc3)c2n1,14.0,-14.3%,4.1%,-11.0%,22.1%,i,5.0,8.6%,18.7%,
CCOC(=O)Nc1nnc(-c2ccc(OC)c(OC)c2)s1,12.0,3.8%,7.1%,-7.2%,/,/,9.0,3.4%,8.0%,
O=C(O)C(Cc1ccccc1)n1cccc1 (stereo not drawn),13.0,6.3%,1.1%,-1.7%,11.9%,i,6.0,-10.1%,5.7%,
COc1ccccc1NC(=O)c1cccs1,0.0,1.7%,0.1%,-0.2%,/,i,6.0,-0.4%,5.6%,
CC(C)n1c(NCc2cc(Cl)ccc2O)nc2ccccc21,4.0,-11.5%,2.2%,-27.0%,-12.1%,i,8.0,-3.7%,-3.3%,
Cc1ccc(-n2c(SCC(=O)N3CCOCC3)nnc2-c2ccncc2)cc1,14.0,-1.5%,-1.7%,-5.3%,16.5%,i,10.0,-3.3%,13.8%,
Cc1cc(OCC(=O)Nc2ccc3c(c2)OCCO3)ccc1Cl,9.0,10.9%,-1.1%,0.3%,1.8%,i,0.0,-2.1%,10.5%,
CCn1cc(C(=O)NC2CC3CCC2C3)c(=O)c2ccc(C)nc21 (stereo not drawn),0.0,-13.1%,3.0%,-24.9%,10.1%,i,3.0,-8.8%,4.0%,
O=C(O)CCCCCNc1nc(=S)[nH]c2ccccc12,12.0,-5.3%,-8.2%,-6.5%,/,i,5.0,10.2%,10.0%,Spn PMK inh pilot replicates=5.5;MK inhibit pilot replicates=1.5;DPM-DC inhibit pilot screen %=3.0
Cc1cc2c(=O)n(CC(=O)N3CCN(c4ccccc4)CC3)cnc2s1,10.0,-15.3%,6.4%,-5.9%,8.3%,i,0.0,4.4%,9.7%,Spn PMK inh pilot replicates=0.0;MK inhibit pilot replicates=1.0;DPM-DC inhibit pilot screen %=0.5

# Quoted at random: four entries already listed
SMILES,Spn PMK inh,HPDE-C7K KRASV12,HT1080 viability,HPDE-C7 cytotoxicity,LYP inhibition,DPM-DC inhibit,MK inhibit,Bfl-1 inhibitors,TNAP inhibition,others
COC(=O)c1ccccc1NC(=O)COc1ccc(S(=O)(=O)N2CCCC2)cc1C,1.0,0.7%,-5.6%,-0.6%,/,i,5.0,1.5%,12.8%,Spn PMK inh pilot replicates=1.5;MK inhibit pilot replicates=0.0;DPM-DC inhibit pilot screen %=0.0
Cc1ccc(-n2ncc3c(=O)n(Cc4cccnc4)cnc32)cc1,10.0,-7.1%,-10.6%,-7.3%,6.8%,i,7.0,-3.9%,8.7%,
O=C(Cn1cnc2ccccc21)OCC(=O)N1CCCc2ccccc21,16.0,-16.2%,1.3%,-11.4%,-15.5%,i,7.0,-2.5%,2.5%,
Cc1cc(C(F)(F)F)c2c(=O)[nH]c(=O)n(Cc3ccccc3)c2n1,14.0,-14.3%,4.1%,-11.0%,22.1%,i,5.0,8.6%,18.7%,

# (listing goes on)
SMILES,Spn PMK inh,HPDE-C7K KRASV12,HT1080 viability,HPDE-C7 cytotoxicity,LYP inhibition,DPM-DC inhibit,MK inhibit,Bfl-1 inhibitors,TNAP inhibition,others
CCOC(=O)N1CCC(N2CC34C=CC(O3)C(C(=O)Nc3ccc(C)cc3)C4C2=O)CC1 (stereo not drawn),7.0,-2.5%,-0.2%,-0.2%,6.7%,i,7.0,0.9%,4.0%,
CCC(c1nnc(SCC(=O)NCC2CCCO2)n1Cc1ccccc1)N(C)C (stereo not drawn),0.0,-8.9%,5.1%,0.6%,-2.0%,i,4.0,-3.9%,10.1%,Spn PMK inh pilot replicates=0.0;MK inhibit pilot replicates=0.0;DPM-DC inhibit pilot screen %=0.0
COc1ccccc1N1CC(C(=O)OCC(=O)c2ccc(F)cc2)CC1=O (stereo not drawn),6.0,-8.6%,-3.4%,-16.4%,/,i,10.0,-2.6%,-4.7%,
CCN(C(=O)CCc1nc(-c2ccccc2F)no1)c1cc(OC)ccc1OC,14.0,-1.8%,9.5%,-1.6%,11.8%,i,0.0,-1.6%,4.9%,Spn PMK inh pilot replicates=1.0;MK inhibit pilot replicates=0.0;DPM-DC inhibit pilot screen %=0.0
CCN(CC)CCCN1C(=O)C(=O)/C(=C(/O)c2ccc(OC)c(Cl)c2)C1c1ccco1 (stereo not drawn),7.0,5.8%,-19.2%,4.6%,21.9%,i,11.0,-1.1%,5.1%,
CCOC(=O)N1CCN(c2ccc(C(=O)CC)cc2F)CC1,6.0,-22.1%,5.6%,3.5%,/,i,14.0,-2.0%,7.8%,
CCOC(=O)N1CCN(C(=O)Nc2ccc3nc(C)sc3c2)CC1,4.0,6.0%,-1.6%,6.0%,2.2%,i,0.0,-9.2%,2.7%,
Cc1cccc(/N=C/c2c(O)c3ccccc3oc2=O)n1,10.0,11.6%,-6.4%,10.1%,-5.7%,i,4.0,1.5%,7.0%,
Cc1nnc(SCC(=O)NCc2ccco2)[nH]c1=O,10.0,-8.3%,10.6%,-16.9%,14.1%,i,9.0,1.5%,7.8%,
O=C(Cn1nnc(-c2ccccc2F)n1)Nc1ccc2c(c1)OCO2,0.0,-8.7%,-7.4%,-3.1%,-3.0%,i,0.0,-6.8%,10.4%,
COc1ccc(C2C(C#N)=C(N)OC3=C2C(=O)CCC3)c(OC)c1OC (stereo not drawn),17.0,14.2%,-2.5%,3.6%,0.5%,i,13.0,-8.4%,3.3%,
Cc1cc(C(=O)CSc2nnc(-c3ccc(OC(F)F)cc3)o2)c(C)n1Cc1cccs1,13.0,-8.6%,19.7%,-2.9%,12.2%,i,0.0,5.1%,0.7%,
O=C(Nc1ccccc1-c1ccccc1)NC1CCN(CC(=O)N2CCOCC2)CC1,3.0,-18.1%,4.9%,-15.2%,-6.9%,i,13.0,-1.6%,-0.6%,Spn PMK inh pilot replicates=0.5;MK inhibit pilot replicates=0.0;DPM-DC inhibit pilot screen %=0.0
Cc1cc(=O)n(CCCO)c(O)c1C#N,13.0,4.7%,-4.8%,-1.6%,9.7%,i,0.0,-0.8%,4.6%,
CN1C(=O)C(CC(=O)Nc2ccc3c(c2)Cc2ccccc2-3)N(C)C1=O (stereo not drawn),10.0,-9.6%,-6.3%,-11.7%,5.9%,i,5.0,-1.3%,10.3%,
COc1ccccc1-c1nnn(CC#N)n1,14.0,6.1%,-7.7%,-4.2%,4.5%,i,0.0,-9.5%,14.9%,
CC1CN(Cc2nc3c(c(=O)n(C)c(=O)n3C)n2CC(=O)c2ccccc2)CC(C)O1 (stereo not drawn),22.0,/,3.3%,/,-0.2%,i,5.0,/,/,
O=C(NC1CCCC1)c1ccc(Br)s1,0.0,-2.5%,4.4%,-0.9%,-10.3%,i,5.0,-9.5%,9.9%,
COc1ccc(-c2nnn(CC(=O)NC3CCCc4ccccc43)n2)cc1OC (stereo not drawn),0.0,-1.2%,10.1%,-5.2%,/,i,2.0,1.2%,0.7%,
O=C(NC1CC1)c1ccc2c(c1)ncn2C1CCCC1,28.0*,-3.4%,/,-16.0%,/,i,2.0,-0.2%,1.4%,
CCC(C)(C)n1nnnc1C(c1cccnc1)N1CCCc2ccccc21 (stereo not drawn),28.0*,-1.3%,/,-0.7%,/,i,0.0,-2.6%,9.0%,
COC(=O)Nc1nnc(CC(=O)Nc2ccccc2C)s1,7.0,0.2%,6.3%,0.1%,8.5%,i,3.0,-9.2%,3.0%,
CCCCSc1nnc(-c2ccc(NC(=O)CC)cc2)n1C,14.0,4.1%,/,-4.6%,-0.3%,i,10.0,5.2%,7.6%,
Fc1cccc(Nc2ncnc3c2cnn3-c2ccccc2)c1,6.0,13.2%,1.1%,2.6%,9.4%,i,6.0,1.6%,21.1%,Spn PMK inh pilot replicates=0.0;MK inhibit pilot replicates=0.0;DPM-DC inhibit pilot screen %=11.0
COc1cccc(C(O)CC(N)=O)c1 (stereo not drawn),11.0,12.6%,1.8%,-4.7%,4.2%,i,14.0,7.0%,5.7%,
O=C(c1ccccc1F)N1CCN(c2ccccc2F)CC1,0.0,-2.1%,0.6%,-4.3%,5.7%,i,11.0,10.8%,3.6%,
CCOC(=O)c1ccccc1NC(=O)c1ccc(NS(C)(=O)=O)cc1,10.0,3.7%,-7.2%,3.3%,/,i,4.0,-5.1%,11.4%,Spn PMK inh pilot replicates=0.5;MK inhibit pilot replicates=0.0;DPM-DC inhibit pilot screen %=0.0
